Assay outcomes (PubChem)
EP2 antag: human EP2 receptor antagonists, primary screen, TR-FRET cAMP, C6 glioma cells; Prostaglandin E2 receptor EP2 subtype (Homo sapiens), P43116; C6 glioma cells expressing human EP2; cells stimulated with saturating PGE2; inhibition, % at 25 µM; hit rate 0.52% among 260,000; AID 1422, 2008;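 active = percent inhibition above 40 after rounding to a whole number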;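 note: rat C6 glioma host cells with rolipram phosphodiesterase inhibitor present; the protocol text gives 20 µM as final concentration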
NPY Y1 blocker: NPY-Y1 receptor antagonists, primary screen, cell-based; HEK293-CNG Y1 cells, membrane potential fluorescence; NPY at EC95, then isoproterenol; inhibition, % at 3.6 µM; hit rate 1% among 200,000; AID 1040, 2008;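 active = inhibition above the campaign mean inhibition of all tested compounds plus 3 SD, cut at about 20% in these data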;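 note: 0% = DMSO wells given NPY plus isoproterenol and 100% = isoproterenol alone without NPY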
Target sequence (P25929 whole entry, looked up): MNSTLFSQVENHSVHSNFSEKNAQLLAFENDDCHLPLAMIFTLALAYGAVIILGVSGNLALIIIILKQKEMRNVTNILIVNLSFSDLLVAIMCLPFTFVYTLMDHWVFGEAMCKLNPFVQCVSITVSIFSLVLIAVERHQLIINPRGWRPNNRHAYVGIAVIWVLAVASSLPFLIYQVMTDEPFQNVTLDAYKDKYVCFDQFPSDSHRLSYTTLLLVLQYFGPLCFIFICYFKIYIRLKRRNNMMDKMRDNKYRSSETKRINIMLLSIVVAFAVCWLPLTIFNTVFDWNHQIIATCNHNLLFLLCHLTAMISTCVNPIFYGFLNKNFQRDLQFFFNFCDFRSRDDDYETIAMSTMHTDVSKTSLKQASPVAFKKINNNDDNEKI
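System: HEK293 cells with Y1 receptor plus CNG channel / Probe or stimulus: NPY 25 nM then isoproterenol 1 µM plus Ro 20-1724 25 µM / Compound: one concentration, 3.6 µM, in 0.4% DMSO / Schedule: compound incubation 1 h at room temperature, readout 45 min post-stimulation / Measured by: membrane potential fluorescence / Read-out: % inhibition of NPY effect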
CHOP inhibitor: inhibitors of CHOP promoter induction, primary screen, cell-based, unfolded protein response, luciferase reporter; CHO-K1 CHOP-promoter luciferase, tunicamycin-induced, 15-18 h; inhibition, % at 10 µM; hit rate 3.8% among 220,000; AID 2732, 2010;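 active = compounds that reduced the stress-induced luciferase reporter signal by more than about 70% of percent inhibition, limit read from the data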;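 note: 0% = tunicamycin plus vehicle and 100% = wells without tunicamycin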
TRPN1 ag: zebrafish TRPN1 channel agonists, primary screen, cell-based, HEK293, calcium fluorescence; transient receptor potential cation channel N1 (TRPN1/NompC), Danio rerio; HEK293 zebrafish TRPN1-YFP, Fluo-8 calcium fluorescence; 100% = response to 87 µM carbachol; activation, % at 3 µM; hit rate 0.18% among 220,000; AID 1424, 2008;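 active = activation above its plate's cutoff, the mean activation of test wells on that plate plus 3 SD, cut at about 19% in these data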;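 note: 0% = DMSO alone and 100% = 87 µM carbachol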
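Material: zebrafish TRPN1-YFP in HEK293 cells; Doses: single test compound dose, 3 µM nominal, 0.3% DMSO; Timing: dye loading 1 h at 37 °C, then 30 min room temperature; Technique: intracellular calcium fluorescence with Fluo-8; Benchmarks: high carbachol 87 µM, low DMSO alone.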
PPC-1+TRAIL kill: compounds killing PPC-1 cancer cells with TRAIL present, primary screen, TRAIL potentiator project, ATPLite luminescence, uHTS | PPC-1 cells + TRAIL, ATPLite viability luminescence | cell killing (% activity), % at 4 µM | hit rate 0.41% among 220,000 | AID 1443, 2008;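 active = cell killing above 50% in the first pass at 4 µM, then a duplicate retest at 5 µM averaging 50% or more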;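 note: plate controls were cells with TRAIL plus DMSO for no effect and medium-only wells lacking cells for full effect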
TRPML3 agonist: human TRPML3 channel agonists, primary screen, cell-based, HEK293 TRPML3-YFP, Fluo-8 calcium fluorescence, 3 µM | activation, % at 3 µM | 100% = the carbachol control signal | hit rate 0.29% among 220,000;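 active = activation above its plate's cutoff, the mean activation of the plate's test wells plus 3 SD, cut at about 12% in these data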;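 note: 0% = DMSO only wells and 100% = carbachol wells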
Target sequence (Q8TDD5 whole entry, looked up): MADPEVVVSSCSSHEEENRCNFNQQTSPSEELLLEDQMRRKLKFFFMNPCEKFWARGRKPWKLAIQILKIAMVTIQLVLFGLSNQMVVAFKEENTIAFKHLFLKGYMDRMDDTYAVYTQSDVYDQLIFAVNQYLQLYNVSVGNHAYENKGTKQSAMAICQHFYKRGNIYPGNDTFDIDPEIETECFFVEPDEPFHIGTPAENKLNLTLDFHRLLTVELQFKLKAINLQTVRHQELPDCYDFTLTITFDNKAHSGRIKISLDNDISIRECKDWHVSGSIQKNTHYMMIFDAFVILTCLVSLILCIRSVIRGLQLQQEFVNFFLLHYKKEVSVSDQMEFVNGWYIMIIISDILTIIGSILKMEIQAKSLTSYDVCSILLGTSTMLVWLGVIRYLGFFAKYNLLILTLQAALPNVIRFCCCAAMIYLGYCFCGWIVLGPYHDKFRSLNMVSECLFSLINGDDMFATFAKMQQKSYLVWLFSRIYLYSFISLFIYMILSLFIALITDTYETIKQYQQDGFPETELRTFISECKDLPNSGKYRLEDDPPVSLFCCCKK
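Test system: TRPML3-YFP stable HEK293 cells. Doses: single point at 3 µM. Incubation: dye loading 1 h 37 °C then 30 min ambient, 125 s read. Signal: Fluo-8 calcium dye fluorescence, ex 470-495, em 515-575 nm. Measure: percent activation from peak-to-basal fluorescence ratio, scaled between DMSO and carbachol.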
EP2 mod: EP2 receptor modulators, cAMP readout, primary screen, cell-based, HTRF cAMP, PGE2 stimulation; hit rate 0.83% among 260,000; EP2-expressing cells, cAMP HTRF FRET, PGE2 co-stimulation; induction, % at 25 µM; Prostaglandin E2 receptor EP2 subtype (Homo sapiens), P43116;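 active = compounds whose cAMP rise, as percent of the full-agonist control response, exceeds 60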;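 note: rat C6 glioma line stably carrying human EP2 under a CMV promoter; the protocol text gives 20 µM as final concentration; 100% = response of wells given 1 µM PGE2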
NPY-Y1 PAM-ag: NPY-Y1 receptor potentiators or agonists, primary screen, cell-based. activation, % at 3.6 µM. hit rate 0.37% among 220,000. NPY-Y1 expressing cells, potentiator/agonist activation; in the data active = activation above about 33%, passing the limit was not always enough;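 note: cells stimulated with NPY at EC10 then isoproterenol at EC100; 0% = low agonist plus stimulus and 100% = saturating agonist plus stimulus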
14-3-3 Bad PPI: inhibitors of 14-3-3 zeta/Bad binding, primary screen, biochemical, TR-FRET, bovine 14-3-3 zeta. hit rate 0.71% among 220,000. inhibition, % at 21.7 µM. AID 781, 2007. TR-FRET 14-3-3zeta/Dy647-pBad peptide displacement, 1 h. 14-3-3 protein zeta/delta (Bos taurus), P63103;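 active = inhibition above about 70%, limit read from the data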;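 note: 0% = full 14-3-3 plus peptide FRET controls and 100% = background without 14-3-3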
* hit, by the source's call; . = no result given; & = joins results of further samples; [ ] = dose if it differs, or a comment. These rows are one share of the data, so the mix of outcomes need not match the whole.

No. | smiles | EP2 antag | NPY Y1 blocker | CHOP inhibitor | TRPN1 ag | PPC-1+TRAIL kill | TRPML3 agonist | EP2 mod | NPY-Y1 PAM-ag | 14-3-3 Bad PPI
1 | Cc1ccc(N2C(=S)NC3c4ccccc4OC2(C)C3C(=O)N(C)C)cc1 (configuration not stated) | 10 | -5 | 4 | 0.5 | -4 | 1.4 | 9 | -3 | -17
2 | O=C(CSc1nc2ccsc2c(=O)n1Cc1ccccc1)NCC1CCCO1 (configuration not stated) | 2 | 2 | 30 | -0.2 | 3 | 0.6 | 0 | -8 | -5
3 | CC1(C)Cc2nc(-c3ccccc3)nc(SCC(=O)N3CCCC3)c2CO1 | 3 | . | -5 | 0.5 | 8 | 0.1 | -22 | -1 | -2
4 | CCN1CCN(C(c2cccs2)C(C)NC(=O)CC(C)C)CC1 (configuration not stated) | 15 | 5 | 22 | -0.3 | 1 | 0.6 | 9 | -9 | -14
5 | COc1ccc(N2C(=O)C(CC(=O)Nc3ccc(F)cc3)N(CCc3cccs3)C2=O)cc1 (configuration not stated) | 6 | -1 | 8 | 2.0 | 25 | 0.1 | 14 | -9 | -5[fluorescence artefact?]
6 | COc1ccc(/C=C2/SC(=O)N(CC(=O)Nc3cc(C)on3)C2=O)cc1OC | 13 | 3 | 65 | 0.5 | 9 | 1.0 | -11 | 10 | 16
7 | COc1ccc(-n2ncc3c(=O)n(CC(=O)Nc4ccc(S(=O)(=O)N5CCOCC5)cc4)cnc32)cc1 | 1 | -3 | 55 | -0.5 | 17 | 0.2 | -23 | 13 | 0
8 | O=C(NCCCN1CCOCC1)Nc1ccc(Cc2ccc(NC(=O)NCCCN3CCOCC3)cc2)cc1 | 5 | 7 | 7 | 0.4 | 19 | 0.7 | 33 | 11 | 9
9 | Cn1c(N2CCC(C(N)=O)CC2)nc2c1c(=O)n(Cc1ccc(Cl)cc1)c(=O)n2C | 6 | 0 | 25 | 0.7 | 18 | 1.8 | 29 | -15 | 2[fluorescence artefact?]
10 | COc1ccc(NC(=O)C(CC(C)C)NC(=O)c2ccccc2C)cn1 (configuration not stated) | 12 | -3 | 23 | 0.6 | 0 | -0.2 | 19 | -32 | -1
11 | Cc1cccc(NC(=O)CSc2ncnc3nc[nH]c23)c1 | 19 | 1 | -6 | 0.1 | 13 | 0.7 | -4 | -3 | 2
12 | Cc1cccc(CC(=O)N2CCN=C2SCc2ccc([N+](=O)[O-])cc2)c1 | 4 | 2 | 34 | 0.0 | 12 | 0.8 | 28 | -2 | 1[fluorescence artefact?]
13 | CCCCC(NC(C)=O)c1nc2ccccc2[nH]1 (configuration not stated) | 9 | 1 | 1 | -0.4 | 5 | 0.1 | 12 | 10 | -6
14 | O=C(CSc1nc2ccccc2c(=O)n1-c1ccccc1)N1CCCC1 | 6 | 4 | 21 | -1.5 | -12 | -0.3 | 30 | -8 | -3
15 | Cc1cc(C(=O)COC(=O)c2ccc(N)cc2)c(C)n1-c1c(C)n(C)n(-c2ccccc2)c1=O | 11 | 3 | -1 | 0.0 | 29 | 0.1 | 23 | 5 | -6
16 | Cc1ccc(OCCNC(=O)c2ccccc2N)cc1 | 2 | -4 | 21 | 1.9 | -6 | -0.1 | -13 | 3 | 13
17 | COc1ccc2[nH]c(=O)c(CN(CCO)C(=O)c3ccccc3F)cc2c1 | 13&10 | -1 | 6 | -0.1 | 20 | 0.4 | 26&-46 | 6 | 6
18 | N#Cc1cccc(NCC(=O)Nc2ccc3c(c2)OCCO3)c1 | 4 | -7 | -42 | -0.3 | 22 | 1.3 | -37 | 5 | -9
19 | CC(C)(C)c1ccc(S(=O)(=O)C(C)(C)C)cc1 | 5 | 0 | 11 | -0.6 | 23 | 0.1 | -29 | -5 | -7
20 | O=c1[nH]n2c(=O)c3c([nH]c2c1N=Nc1ccccc1)CCC3 | 4 | 3 | 23 | -0.8 | 13 | 0.1 | 37 | 11 | 5
21 | O=C(O)c1ccc2nnn(O)c2c1 | 10 | . | 3 | 0.6 | 24 | -0.1 | 6 | 2 | 0
22 | Cc1ccsc1C(C(=O)NC(C)(C)C)N(C(=O)c1csnn1)c1ccccc1 (configuration not stated) | 8 | -2 | -9 | 6.7 | 12 | 1.6 | 5 | 16 | 0
23 | O=C(CN(C(=O)Cn1nnc(-c2cccs2)n1)c1ccc2c(c1)OCCO2)NCC1CCCO1 (configuration not stated) | 4 | -6 | 29 | -0.6 | 13 | 1.2 | 0 | -2 | -9
24 | Nc1nc(-c2ccco2)c(-c2ccco2)s1 | 16 | 0 | 7 | 0.4 | 19 | -0.5 | -11 | 17 | -7[fluorescence artefact?]
25 | O=C(NCCc1ccc(F)cc1)c1cccs1 | 13 | 1 | 6 | -0.1 | -26 | 0.5 | -4 | -7 | -3
26 | OCCN1C[C@H](O)[C@@H](O)[C@H](O)[C@H]1CO | 15 | -6 | 4 | 1.8 | 4 | 0.6 | . | 10 | -2
27 | CCN(CC)S(=O)(=O)c1cccc(S(=O)(=O)N2CCCCC2)c1 | 16&8 | -3 | -3 | 2.1 | -7 | 2.2 | -15&-12 | 5 | -2
28 | O=C(CN1CCN(CC(=O)Nc2ccccn2)CC1)Nc1ccccn1 | 16 | -2 | 15 | 2.9 | 6 | 0.3 | 11 | -1 | -11
29 | CN(C)CCCn1c(=S)[nH]c2ccccc2c1=O | 2 | 1 | -1 | 0.3 | 12 | 0.7 | -20 | -1 | -4
30 | C=CCNC(=S)Nc1cccc2ccccc12 | 13 | 4 | -1 | 0.3 | 9 | -0.1 | 28 | -11 | -7[fluorescence artefact?]
31 | c1ccc(-c2nc(-c3cccs3)[nH]c2-c2ccccc2)cc1 | 13 | -9 | 74* | -1.0 | 19 | -0.9 | 0 | 37 | 4
32 | Cc1ccc(C)c(N(CC(=O)NCc2ccc3c(c2)OCO3)C(=O)CCC(=O)Nc2ccccn2)c1 | 13 | -2 | 60 | -0.9 | -18 | 0.5 | 26 | -10 | 9
33 | COC(=O)COc1ccc(NC(=O)Cn2nc(-c3ccccc3)c3ccccc3c2=O)cc1 | 4 | 0 | 31 | 0.8 | 2 | 0.8 | -22 | 15 | 8
34 | Cc1ccccc1NC(=O)C1Cc2ccccc2CN1C(=O)OCc1ccccc1 (configuration not stated) | 6 | 3 | 36 | -1.7 | 11 | -0.6 | 7 | -14 | -3
35 | Cc1ccc(Cl)cc1NC(=O)c1cc2ccccc2cc1O | 24 | . | 82* | -0.7 | 37 | -0.5 | -10 | 37 | -8
36 | Cc1cc(NC(=O)C2CCCCC2)nc2c1c(=O)oc1ccccc12 | . | 4 | 51 | -1.6 | -24 | 0.5 | 8 | 16 | 4
37 | Cc1cc(C)n2nc(SCCC(=O)NCCc3ccccc3)nc2n1 | 9 | 4 | 2 | 0.3 | -10 | -0.2 | -1 | -6 | -7
38 | COc1ccc(NC(=O)CSc2nnc(-c3cccs3)n2C)cc1OC | 8 | -3 | 9 | 0.2 | 18 | 0.4 | 20 | -4 | 3
39 | COC(=O)c1ccc2nc(C(F)(F)F)[nH]c2c1 | . | -9 | -23 | 0.1 | 24 | -0.1 | -11 | 1 | 1
40 | Cc1sc2c(c1C)C(=O)/C(=C\Nc1ccccn1)S(=O)(=O)N2C | 4 | . | -7 | -1.7 | -3 | -0.2 | -28 | -14 | -3
41 | COc1cc(NC(=O)COC(=O)CNC(=O)c2cc(C)cc(C)c2)c(C)cc1[N+](=O)[O-] | 7 | 5 | -10 | -2.5 | 0 | -1.6 | 27 | 2 | -13[fluorescence artefact?]
42 | CC1CC(C)(C)NC(=S)O1 (configuration not stated) | 2&3 | 4 | -11&46 | 0.6&3.1 | 8&3 | 0.4&0.7 | 3&18 | 6&-6 | 1&-4
43 | NC(=O)CC(NC(=O)Cc1ccc(Br)cc1)c1ccc(N2CCN(c3ccccc3)CC2)c([N+](=O)[O-])c1 (configuration not stated) | 15 | . | 103* | . | 22 | . | -4 | . | 2
44 | Cc1ccc(-n2nnnc2-c2ccccc2)cc1 | 4 | 2 | 1 | -0.5 | 10 | -0.1 | 7 | 2 | 3
45 | O=C(c1ccco1)c1cc2c(ccc3ccccc32)oc1=O | 6 | 4 | 6 | 1.6 | 5 | 0.5 | 6 | 6 | -4
46 | COc1ccc(CC(=O)N2CCOCC2)cc1 | 12 | 2 | 9 | -0.9 | 4 | 0.9 | 26 | -7 | -1
47 | C[C@@H](CO)NC(=O)c1ccc2c3n(nc2c1)-c1ccccc1CO3 | -1 | . | -5 | . | 89*[5 µM] | . | -8 | . | -1
48 | NS(=O)(=O)c1cccc(NC(=O)COC(=O)Cn2cnc3ccccc32)c1 | 6 | . | 2 | 0.6 | 24 | 0.7 | 28 | 12 | 0
49 | Cc1ccc(NC(=O)CN(C)CC(=O)NC2CCCc3ccccc32)cc1 (configuration not stated) | 5 | . | 23 | 0.2 | 17 | -0.4 | -4 | -1 | -5
50 | COC(=O)c1ccc(CN2C(=O)C3CCCCC3C2=O)o1 (configuration not stated) | 16 | 4 | 3 | 0.7 | . | -0.1 | 19 | 0 | 4
51 | O=C(COc1ccccc1C(=O)O)Nc1ccc(SC(F)F)cc1 | 7 | 2 | 3 | -0.2 | 5 | 0.0 | -1 | -17 | 5
52 | CC(C)(C)c1ccc(-c2nc(-c3ccncc3)no2)cc1 | 10 | 3 | 82* | -0.6 | 3 | 0.4 | -5 | -1 | 14
53 | CCN(CC)CCNC(=O)c1ccc(NC2=NC3CS(=O)(=O)CC3S2)cc1 (configuration not stated) | 7 | -2 | 22 | 0.8 | -6 | 0.6 | -4 | -5 | -2[fluorescence artefact?]
54 | CCCc1nc2ccccc2n2cc3c(=O)n(C)c(=O)n(C)c3c12 | . | 8 | . | -0.5 | . | -0.3 | . | -15 | .

Screen by screen, from the results shown.
Compounds 32–37 in NPY Y1 blocker, in turn: -2, 0, 3, ., 4, 4
Compounds 32–37 in EP2 antag, in turn: 13, 4, 6, 24, ., 9
Compounds 32–37 in TRPML3 agonist, in turn: 0.5, 0.8, -0.6, -0.5, 0.5, -0.2
